PPARg SRC2 recr = promotes SRC-2 coactivator recruitment by human PPARgamma; PPARgamma LBD-SRC-2 recruitment, biochemical; activation, % at 8 µM; 0.34% of 200,000 active; P37231; in the data active = activation above about 22%;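 also: 0% = vehicle and 100% = reference agonist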
SRC2 TRFRET art = flags TR-FRET format artefacts in PPARgamma SRC-2 recruitment agonist screen | AID 1049 | TR-FRET artefact counter-screen; stronger effect = higher value | TR-FRET ratio at 8 µM | 0.4% of 200,000 active; in the data active = TR-FRET ratio above about 2000; also: inactives centre near 1500
Diaph inh CS = diaphorase inhibition or chemical oxidation counter-screen; diaphorase resazurin-to-resorufin fluorescence, NADH, 16 min; bacterial (C. kluyveri) enzyme, not human; inhibition, % at 20 µM; 0.69% of 190,000 active;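 active = primary screen inhibition at 20 µM above a set limit, cut at about 50% in these data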;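 also: plate controls were DMSO with full reaction for no effect and wells lacking NADH for full effect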
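Assay system: diaphorase enzyme from Clostridium kluyveri; Input: enzyme working solution with 0.14 U/mL diaphorase; Timing: 16 min at room temperature; Technique: resorufin fluorescence, excitation 544 nm, emission 590 nm; Benchmarks: positive control minus NADH, DMSO neutral control.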
ROMK primary = human ROMK K+ channel modulation, primary screen | P48048 | Tet-inducible ROMK, thallium flux fluorescence; actives lie on both sides | B-score at 10 µM | 2% of 130,000 active;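 active = signal ratio slope over the read window, or its plate-corrected B-score, at least 3 SD from the plate mean, either direction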;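 also: B-score of the F/F0 ratio slope over 7 to 12 s after thallium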
Target sequence (P48048 whole entry, looked up): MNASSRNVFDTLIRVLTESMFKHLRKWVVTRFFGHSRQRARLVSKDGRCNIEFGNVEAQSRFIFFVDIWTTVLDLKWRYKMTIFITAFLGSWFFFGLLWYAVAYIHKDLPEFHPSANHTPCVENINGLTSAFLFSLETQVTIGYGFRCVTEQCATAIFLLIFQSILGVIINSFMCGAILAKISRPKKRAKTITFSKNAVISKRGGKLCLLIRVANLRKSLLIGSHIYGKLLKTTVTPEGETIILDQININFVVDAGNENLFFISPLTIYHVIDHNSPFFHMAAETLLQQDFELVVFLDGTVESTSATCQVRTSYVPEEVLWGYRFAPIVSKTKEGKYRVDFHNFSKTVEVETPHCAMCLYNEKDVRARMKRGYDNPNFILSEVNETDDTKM
G6PDH counter = counter-screen for G6PDH assay hits: L. mesenteroides G6PDH inhibition | 0.12% of 200,000 active | AID 1020 | Purified L. mesenteroides G6PDH, diaphorase/resazurin coupled fluorescence, 45 min | inhibition, % at 5 µM; in the data active = inhibition above about 50%
PMI act hi M6P = activators of human phosphomannose isomerase at near-saturating mannose 6-phosphate; P34949; coupled PMI enzyme assay, resazurin fluorescence, 20 min; stronger effect = higher value; 1 = untreated enzyme, 0 = substrate-free blank; activation factor at 20 µM; 0.34% of 190,000 active;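 active = activation factor of 2 or more at 20 µM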
Target sequence (P34949 whole entry, looked up): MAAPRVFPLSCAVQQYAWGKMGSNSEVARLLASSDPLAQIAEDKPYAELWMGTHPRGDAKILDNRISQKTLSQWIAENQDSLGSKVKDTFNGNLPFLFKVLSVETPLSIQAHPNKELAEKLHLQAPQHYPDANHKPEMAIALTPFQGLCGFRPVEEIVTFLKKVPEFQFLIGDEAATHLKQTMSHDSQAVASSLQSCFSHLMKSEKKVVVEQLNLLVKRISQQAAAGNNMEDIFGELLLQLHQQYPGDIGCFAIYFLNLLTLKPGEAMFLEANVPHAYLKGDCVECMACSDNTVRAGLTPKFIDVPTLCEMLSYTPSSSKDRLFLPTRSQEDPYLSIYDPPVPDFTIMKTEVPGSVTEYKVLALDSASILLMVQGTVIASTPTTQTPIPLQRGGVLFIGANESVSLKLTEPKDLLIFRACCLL
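Test system: human phosphomannose isomerase with PGI, G6PDH, diaphorase coupling enzymes; Amount: PMI at 15 ng/mL final; Reagent: Mannose-6-phosphate 1.0 mM (near-saturating) plus 0.22 mM NADP+; Timing: 20 min, room temperature; Technique: resorufin fluorescence at Ex 544/Em 590 nm; Dosing: 20 µM single dose.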
Diaph act CS = counter-screen for diaphorase-based assays: diaphorase activators and chemical reducers. 0.005% of 190,000 active. Diaphorase/resazurin coupled assay, resorufin fluorescence, 16 min; stronger effect = higher value; 1 = vehicle wells, 0 = NADH-free wells. activation factor at 20 µM;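 active = diaphorase activity raised at least twofold by the compound at 20 µM; inactive = activation factor below 2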
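System – purified diaphorase enzyme from Clostridium kluyveri · Input – enzyme 0.07 U/mL final · Also added – final NADH 0.114 mM, resazurin 0.1 mM · Measured by – fluorescence of resorufin, 544 nm excitation, 590 nm emission · Timing – 16 min enzyme reaction, ambient temperature · Measure – resorufin increase flagging diaphorase activators or reducers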
PMI activator = activators of human phosphomannose isomerase | purified human PMI, coupled resazurin fluorescence, 20 min; stronger effect = higher value; 1 = vehicle control, 0 substrate-free wells | P34949 | activation factor at 20 µM | 0.005% of 190,000 active;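 active = activation factor of 2 or more at 20 µM, relative to plate controls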
PPARg SRC1 recr = promotes SRC-1 coactivator recruitment by human PPARgamma. P37231. PPARgamma-SRC-1 coactivator recruitment biochemical assay. activation, % at 8 µM. 0.41% of 200,000 active. AID 631; in the data active = activation above about 19%;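 also: 0% = DMSO and 100% = reference agonist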
S1P3 antagonist = antagonists of human S1P3 receptor; 0.27% of 170,000 active; Q99500; AID 485; CHO S1P3 NFAT-BLA reporter, FRET fluorescence, antagonist mode; inhibition, % at 4.98 µM;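 active = inhibition above the plate cutoff, the mean inhibition of test wells on that plate plus 3 SD, cut at about 28% in these data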;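 also: cells challenged with S1P at its EC80 of 0.8 µM; blue over green emission ratio from cleaved BLA substrate after 4 h stimulation; 0% = S1P-stimulated wells and 100% = unstimulated DMSO-only wells; some compounds past the cut are filed as inactive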
PPARg SRC3 recr = PPARgamma-driven SRC-3 recruitment agonism. biochemical PPARgamma/SRC-3 coactivator recruitment assay. activation, % at 8 µM. 0.26% of 200,000 active; in the data active = activation above about 23%;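 also: 0% = DMSO and 100% = reference agonist; some compounds past the cut are filed as inactive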
Numbers without * were called inactive; . = not tested or not shown.

Below each SMILES – PPARg SRC2 recr, SRC2 TRFRET art, Diaph inh CS, ROMK primary, G6PDH counter, PMI act hi M6P, Diaph act CS, PMI activator, PPARg SRC1 recr, S1P3 antagonist, PPARg SRC3 recr
> COc1cc(/C=C/C(=O)O)cc(S(=O)(=O)N2CCc3ccccc3C2)c1OC
→ -2, 1568, -7, -0.78, 6, 1, 1.1, 1, 4, -1, 0
> c1ccc(-c2nc3ccccc3o2)nc1
→ 0, 1431, 12, ., -1, 1, 0.9, 0.9, 1, 14, 12
> Cc1ccc(OCC(=O)NNC(=O)C2CCCO2)c(C)c1 (centres undefined)
→ 6, 1687, 7, 0.54, 15, 0.9, 0.9, 1, 1, -5, 4
> C/C(=N\Nc1ccc(Cl)c(Cl)c1)c1ccc(-n2ccnc2)cc1
→ 1, 1730, 5, -0.022, -6, 2.6*, 0.9, 1.7, 4, -5, 1
> COc1ccc(-c2nnc(SCC(=O)N3CCCc4ccccc43)o2)cc1OC
→ 8, 1383, 22, -0.63, -1, 0.9, 0.8, 0.9, -10, -20, 12
> Cc1ccc(-n2c(SCC(=O)Nc3cccc(S(N)(=O)=O)c3)nc3ccccc32)cc1
→ -12, 1411, 34, -0.099, 2, 1, 0.7, 0.8, -4, 5, -6
> CC1=C(NCCc2ccccc2)CCC1=O
→ 3, 1491, 15, 0.25, 6, 1, 0.8, 1, 7, -45, 4
> CCn1c(=O)c(C(=O)CN2CC(C)OC(C)C2)c(N)n(Cc2ccccc2)c1=O (centres undefined)
→ 0, 1520, 10, -0.38, 4, 0.9, 0.9, 0.9, -3, -4, 2
> CN(c1ccccc1)C(c1ccc(F)cc1)c1nnnn1CC1CCCO1 (centres undefined)
→ 8, 1498, 12, -0.19, -4, 0.9, 0.9, 0.9, -1, -28, -1
> O=C(O)CSc1nnc(-c2ccccc2)o1
→ 0, 1585, -2, ., 6, 1.1, 1, 1.1, 9, -1, -6
> CCN(CC)c1ccc2cc(-c3nc(-c4ccc(OC)cc4)cs3)c(=O)oc2c1
→ 5, 1708, 19, ., -15, 0.9, 0.8, 0.9, 2, 42*, 4
> COc1ccccc1/C=C/C(=O)N1CCOCC1
→ 1, 1561, 6, ., 10, 1, 0.9, 1, -4, ., 4
> N#Cc1c2c(c(N3CCN(CCO)CC3)n3c1nc1ccccc13)CCCC2
→ ., ., 16, ., -5, 0.9, 0.8, 0.8, ., 7, .
> CN1CC2CCCC3(C1)C(=O)NC1(CCCCC1)N=C23 (centres undefined)
→ 0, 1426, 18, -0.55, 4, 1, 0.8, 1, -1, -14, -7
> COc1ccc(NC(=O)C2CCCNC2)cc1OCC(C)C (centres undefined)
→ -8, 1426, 17, -0.46, 11, 0.9, 0.8, 1, -1, 20, -3
> O=C(NN1C(=O)c2ccccc2C1=O)C1CCCCC1
→ 0, 1436, 10, ., 3, 0.9, 0.9, 0.9, 2, ., -17
> COc1cc(OC)cc(C(=O)N(CCCN2C(=O)c3cccc4cccc(c34)C2=O)c2cccc(OC)c2)c1
→ 1, 1431, 53*, -0.54, -20, 1, 0.5, 0.9, 3, -5, -2
> COc1ccccc1C(=O)NCc1ccc(-c2nc3ccccc3s2)cc1
→ 7, 1518, 18, ., -21, 1, 0.8, 0.9, -3, 1, 2
> Cn1c(SCC(=O)NCc2cccs2)nnc1-c1ccncc1
→ 7, 1499, 6, ., 3, 0.9, 0.9, 1, 10, -19, 9
> CCCn1c(CN2CCN(c3cccc(Cl)c3)CC2)nc2c1c(=O)n(C)c(=O)n2C
→ -1, 1524, 27, ., -1, 0.9, 0.7, 0.8, 2, 4, -5
> COc1ccccc1Nc1ccc(C(=O)NC2CCCCC2)cn1
→ 3, 1521, 9, ., -7, 1, 0.9, 1, -5, 2, -1
> O=c1c2ccccc2nc(SCc2ccncc2)n1CC1CCCO1 (centres undefined)
→ 1, 1663, 1, 0.5, 7, 1, 1, 1, 7, 6, 6
> N#CCCN(Cc1cccnc1)C(=S)Nc1ccccc1Cl
→ 1, 1582, 21, 1.2, 8, 1, 0.8, 0.9, -3, 0, 2
> Cc1[nH]c2ccccc2c1C(=O)NS(=O)(=O)Nc1ccc(F)cc1
→ 0, 1556, 13, -2.4, -1, 1, 0.9, 1.2, -4, -8, 2
> CN(C)c1nc(N)nc(CSc2nc3cc(Cl)ccc3o2)n1
→ 4, 1555, 6, 0.53, -51, 1, 0.9, 0.9, 0, -14, 14
> COc1ccc(COc2cc(-c3cccc(OC)c3)nc3ccc(NC(=O)c4ccc(Cl)cc4)cc23)cc1
→ 14, 1560, 0, 1.6, 6, 1.2, 1, 1.1, 8, -17, 3
> Cc1cccc(NC(=O)Cn2c(=O)n(CCc3c[nH]c4ccccc34)c(=O)c3cccnc32)c1
→ 0, 1578, 22, 0.97, 11, 0.9, 0.8, 0.9, -4, 4, -1
> CC1(C)Cc2ccccc2-c2nnc(-c3ccccn3)n21
→ 4, 1662, -6, ., -3, 1.1, 1.1, 1.1, -5, 10, 2
> O=C(COc1ccc(Br)cc1)Nc1ccc(-c2nnc(-c3ccco3)o2)cc1
→ 3, 1447, -2, 0.4, -34, 1, 1, 1, -2, 44, 9
> CC(=O)Nc1cccc(NC(=O)CCCC(=O)O)c1
→ -1, 1274, 27, ., 11, 0.8, 0.7, 0.9, 3, 3, -11

Just PMI activator, Diaph inh CS and PPARg SRC2 recr (3 entries from above):
SMILES	PMI activator	Diaph inh CS	PPARg SRC2 recr
COc1ccc(COc2cc(-c3cccc(OC)c3)nc3ccc(NC(=O)c4ccc(Cl)cc4)cc23)cc1	1.1	0	14
Cc1cccc(NC(=O)Cn2c(=O)n(CCc3c[nH]c4ccccc34)c(=O)c3cccnc32)c1	0.9	22	0
CC1(C)Cc2ccccc2-c2nnc(-c3ccccn3)n21	1.1	-6	4

The list goes on.
Below each SMILES – PPARg SRC2 recr, SRC2 TRFRET art, Diaph inh CS, ROMK primary, G6PDH counter, PMI act hi M6P, Diaph act CS, PMI activator, PPARg SRC1 recr, S1P3 antagonist, PPARg SRC3 recr
> CCOC(=O)CNC(=O)c1sc2ncnc(N3CCc4ccccc4C3)c2c1C
→ 10, 1548, 6, ., 4, 1, 0.9, 0.9, 7, ., 3
> O=C(CSc1nnc(-c2cccnc2)n1CCc1ccccc1)N1CCCCC1
→ 4, 1568, -2, ., 12, 1, 1, 1.1, 1, 3, -6
> Cc1ccc(NC(=O)OCCN2CCN(S(=O)(=O)c3ccc(C)cc3)CCC2=O)cc1
→ 4, 1508, 11, 2.3, 9, 1, 0.9, 1.1, 2, 5, 0
> C#CCOCCOCCOCCNc1nc(N2CCN(C(=O)[C@H](C(C)C)n3cc(CCO)nn3)CC2)nc(N2CCN(C(=O)[C@H](C(C)C)n3cc(CCO)nn3)CC2)n1
→ 7, 1390, -2, -0.76, 5, 1.4, 1, 1.3, 0, -7, 0
> CC(C)c1nc2c(c(=O)c3ccccc3n2C)c(=O)n1-c1ccc(F)cc1
→ 7, 1573, 22, ., 0, 1, 0.8, 1.1, -6, 3, 2
> CCOc1ccc(-c2nc3ccccc3c(=O)o2)cc1
→ -4, 1559, -1, 0.74, 9, 1, 1, 1, 0, -3, 1
> C=CCn1c(=O)c2ccccc2n2c(SCc3nc4ccccc4s3)nnc12
→ 12, 1591, 6, -0.97, 4, 1.1, 0.9, 1, 6, ., 8
> C=C1C2C[C@H](O)C(C)(C)[C@@]2(O)[C@H](O)C[C@]23C[C@@](C)(O)[C@H](CC[C@H]12)[C@H]3O (some centres undefined)
→ 7, 1420, -1, -0.27, 14, 1, 1, 1.1, 4, -12, 3
> Cc1ccc(N2CC(C(=O)Nc3ccc(S(=O)(=O)N4CCOCC4)cc3)CC2=O)cc1 (centres undefined)
→ -7, 1526, 24, ., -2, 1, 0.8, 0.9, -2, 3, -5
> CCCCCn1c(CN2CCN(c3cccc(Cl)c3)CC2)nc2c1c(=O)n(C)c(=O)n2C
→ -9, 1344, 18, ., 3, 0.8, 0.8, 0.9, 6, -7, 2
> Cc1ccc2cccc(O)c2[n+]1[O-]
→ -5, 1432, 24, 0.35, 24, 0.5, 0.8, 0.8, 4, -26, -1
> COc1ccc(/C=C/C(=O)c2ccc3c(c2)OCCO3)cc1[N+](=O)[O-]
→ -10, 1352, 16, -0.3, -4, 1, 0.8, 0.9, -1, ., 1
> Cc1cc(C(=O)COC(=O)c2ccc[nH]c2=O)c(C)n1-c1ccccc1
→ -1, 1638, 11, 0.21, -1, 1, 0.9, 0.8, 4, -11, -1
> O=C1CCCN1CCCNc1ccc(S(=O)(=O)N2CCCCC2)cn1
→ -3, 1443, -16, ., 5, 1.1, 1.2, 1.1, 7, 15, 1
> COC(=O)C1=C(O)/C(=C\c2ccc(CNS(=O)(=O)c3ccccc3)o2)N=C1C
→ 1, 1597, 21, 0.13, -5, 1.2, 0.8, 1.3, 3, -6, 9

Arranged by molar mass (rising): 3 of the compounds above
Below each SMILES – PPARg SRC2 recr, SRC2 TRFRET art, Diaph inh CS, ROMK primary, G6PDH counter, PMI act hi M6P, Diaph act CS, PMI activator, PPARg SRC1 recr, S1P3 antagonist, PPARg SRC3 recr
> C=C1C2C[C@H](O)C(C)(C)[C@@]2(O)[C@H](O)C[C@]23C[C@@](C)(O)[C@H](CC[C@H]12)[C@H]3O (some centres undefined)
→ 7, 1420, -1, -0.27, 14, 1, 1, 1.1, 4, -12, 3
> COC(=O)C1=C(O)/C(=C\c2ccc(CNS(=O)(=O)c3ccccc3)o2)N=C1C
→ 1, 1597, 21, 0.13, -5, 1.2, 0.8, 1.3, 3, -6, 9
> C#CCOCCOCCOCCNc1nc(N2CCN(C(=O)[C@H](C(C)C)n3cc(CCO)nn3)CC2)nc(N2CCN(C(=O)[C@H](C(C)C)n3cc(CCO)nn3)CC2)n1
→ 7, 1390, -2, -0.76, 5, 1.4, 1, 1.3, 0, -7, 0

Next structures:
Below each SMILES – PPARg SRC2 recr, SRC2 TRFRET art, Diaph inh CS, ROMK primary, G6PDH counter, PMI act hi M6P, Diaph act CS, PMI activator, PPARg SRC1 recr, S1P3 antagonist, PPARg SRC3 recr
> Nc1nnc(-c2ccccc2)s1
→ 6, 1784, 6, 1.1, -1, 1, 0.9, 1, 1, ., 1
> CCOc1ccccc1N(CC(=O)NCC1CCCO1)C(=O)CNS(=O)(=O)c1ccccc1 (centres undefined)
→ -9, 1653, 13, 0.94, 11, 1, 0.9, 0.9, 5, 9, -1
> CCOC(=O)CSc1nc2ccc(S(=O)(=O)N3CCOCC3)cc2[nH]1
→ 2, 1540, 2, -0.69, -4, 1.2, 1, 1.1, -2, ., -3
> CC(C)OP(=O)(OC(C)C)C(NC(=O)c1ccc(Br)cc1)c1ccccc1 (centres undefined)
→ 0, 1665, 10, ., 4, 0.9, 0.9, 0.9, 3, ., 9
